# Compound activity: PubChem BioAssay, National Center for Advancing Translational Sciences (NCATS)
# FBPA Giardia inh – blocks Giardia fructose-bisphosphate aldolase activity | AID 2451 | Potency, µM (highest dose often 59.6 µM), for inactives: at the highest dose activity, negative = inhibition, most hits filed as inhibitors | hit rate 0.71% among 290,000 | A8B2U2 | purified Giardia FBPA; note: potency is the fitted concentration of half-maximal effect; nearly all actives have a fitted effect of over 55% in size
# Target sequence (A8B2U2 whole entry, looked up): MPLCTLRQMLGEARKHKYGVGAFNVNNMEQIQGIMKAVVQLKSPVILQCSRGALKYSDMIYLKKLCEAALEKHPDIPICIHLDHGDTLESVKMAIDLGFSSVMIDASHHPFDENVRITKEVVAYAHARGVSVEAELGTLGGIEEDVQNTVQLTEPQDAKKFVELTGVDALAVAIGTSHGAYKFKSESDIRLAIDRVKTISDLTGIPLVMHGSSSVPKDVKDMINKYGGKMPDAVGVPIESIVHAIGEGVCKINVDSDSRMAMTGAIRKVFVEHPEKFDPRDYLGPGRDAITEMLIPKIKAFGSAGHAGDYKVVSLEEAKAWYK
#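 40 nM FBPA preincubated 10 min at RT with compound (up to 57.5 uM final), then substrate plus GAPDH/TPI/NAD/arsenate coupling and diaphorase/resazurin added. Fluorescence read after 20 min at RT, 525/598 nm.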
# AmpC detergent – blocks E. coli AmpC beta-lactamase in detergent assay; P00811; AmpC hydrolysis of nitrocefin, absorbance 480 nm, 0.01% Triton; Potency, µM (highest dose often 114 µM), without a hit: at the highest dose activity change, negative = inhibition, hits mostly inhibitors; hit rate 0.041% among 370,000;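 note: potency is the fitted concentration of half-maximal effect; 0% = no-compound wells and -100% = no-enzyme wells; nearly all actives have a fitted effect of over 25% in size; some results filed as inactive show a strong effect at the top dose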
# Target sequence (P00811 whole entry, looked up): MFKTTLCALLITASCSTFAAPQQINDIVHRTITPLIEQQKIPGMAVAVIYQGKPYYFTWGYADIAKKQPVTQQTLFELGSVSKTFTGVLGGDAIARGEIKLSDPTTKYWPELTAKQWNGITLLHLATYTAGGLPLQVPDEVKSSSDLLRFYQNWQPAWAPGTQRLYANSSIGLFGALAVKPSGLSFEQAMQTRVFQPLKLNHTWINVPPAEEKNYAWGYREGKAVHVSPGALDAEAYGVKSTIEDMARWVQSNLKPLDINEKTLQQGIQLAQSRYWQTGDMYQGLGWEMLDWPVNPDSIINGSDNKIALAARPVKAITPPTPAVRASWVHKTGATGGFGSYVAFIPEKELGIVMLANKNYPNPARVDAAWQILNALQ
#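 20 mM phosphate pH 7.0 + 0.01% (detergent screen) or 0.0001% Triton X-100; 5.3 nM AmpC reagent; cpd preinc 15 min RT; nitrocefin (800 uM stock) to start; A480 q20 s × 4 min; Activity was normalised to no-enzyme and no-compound control wells.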
# Sm TGR inh – S. mansoni TGR enzyme inhibition; AID 485364; purified TGR, DTNB reduction, TNB absorbance 405 nm; hit rate 3% among 360,000; Potency, µM (top dose mostly 114 µM), without a hit: at the top dose activity change, negative = inhibition, actives largely listed as inhibitors; Q962Y6; note: potency is the fitted concentration of half-maximal effect; nearly all actives have a fitted effect of over 60% in size
#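 TGR 20 nM + NADPH 100 uM (dispensed conc.), cpd preinc 15 min RT; start with NADPH (500 uM addition) then DTNB (15 mM addition). Kinetic TNB absorbance, 405 nm filter. Four-parameter Hill fit across titration.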
# HCMV antiviral – blocks human cytomegalovirus replication; HFF cells, HCMV-luciferase reporter, 72 h; stronger effect = lower value; hit rate 4.5% among 410,000; AID 1259415; activity change, negative = inhibition, % at 57.5 µM; in the data active = activity change below about -60%; inconclusive = no clear call, values can overlap the other calls; inactive = above about -39%
#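 Cell-based, HFFs, 1000 cells/well, 16 h 37C; cpds in DMSO + HCMV-luc, MOI 1 PFU/cell; 72 h 37C; OneGlo luminescence after 5 min RT; norm. to buffer vs Salinomycin 10uM.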
# AmpC no deterg – AmpC beta-lactamase inhibition without detergent. AmpC nitrocefin hydrolysis, absorbance 480 nm, 0.0001% Triton. Potency, µM (doses to about 57.1 µM), for inactives: top-dose activity change, negative = inhibition, hits mostly inhibitors. P00811. AID 485341. hit rate 0.52% among 330,000;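 note: potency is the fitted concentration of half-maximal effect; plate controls were no compound for no effect and no enzyme for full effect; nearly all actives have a fitted effect of over 20% in size; some results filed as inactive show a strong effect at the top dose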
#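 AmpC (5.3 nM in the dispensed reagent) in 20 mM phosphate pH 7.0 with 0.01% (detergent screen) or 0.0001% Triton X-100 was preincubated with compounds for 15 min at room temperature. Nitrocefin was then added from an 800 uM solution, and hydrolysis was followed at 480 nm.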
# HCV inhibitor – inhibitors of hepatitis C virus infection | AID 651820 | Huh7.5.1 HCVcc-Cre infection, luciferase reporter, 44 h | Potency, µM (doses to about 41.8 µM), without a hit: top-dose activity change, negative = inhibition, actives largely listed as inhibitors | hit rate 3.4% among 340,000; note: potency is the fitted concentration of half-maximal effect
#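 Seed cells (1,000/well) for 4 h; treat with compound and infect with HCVcc-Cre, moi about 0.5. Incubate 44 h, then detect luciferase activity.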
# The depositor's hits bear a star; ? = inconclusive; . = not tested or not shown; & = joins results of further samples; [ ] = another dose, or the depositor's remark. Unless noted, calls come from the whole dose curve; as a rule, active = well fitted curve in the direction sought with a large enough effect; inconclusive = small, poorly fitted or top-dose-only effect, or another doubt; inactive = no such curve, though single readings can be large; an effect the other way counts as inactive or inconclusive. Unless noted, % is set by controls: 0 for no effect and ±100 for the full control effect. The order is random (roughly 9.9% active in at least one column).
SMILES,FBPA Giardia inh,AmpC detergent,Sm TGR inh,HCMV antiviral,AmpC no deterg,HCV inhibitor
CC(C)CN(C(=O)CSc1nnc(C2CC2)n1-c1ccccc1)C1CCS(=O)(=O)C1 (stereo not drawn),.,?,-2%,-5,-19%,19%
CCOC(=O)c1ccc(N2CCCCC2)c(NS(=O)(=O)c2ccc(C)cc2)c1,-1%,-7%,-3%,-86*,-5%,?
CN1/C(=C\C(=O)COC(=O)CNC(=O)c2ccccc2F)C(C)(C)c2ccccc21,-2%,-9%,-5%,-29,-6%,-13%
O=S(=O)(Nc1ncnc2c1oc1ccccc12)c1ccc(Cl)s1,15%,?,?,13,-18%,21%
COc1cccc(CNC(=O)CCC(=O)n2ncc3cc(C)ccc32)c1OC,4%,-3%,1%,16,4%,6%
COc1ccc(C2C(C(=O)Nc3cccc(C)n3)CCC(=O)N2c2ccc(OC)cc2)cc1 (stereo not drawn),10%,-1%,3%,-27,106%[activator],?
O=C(COC(=O)COc1ccc(Cl)cc1Cl)NC1CC1,.,.,.,23,-14%,1%
COc1ccc(C)cc1NC(=O)C(=O)NCC(c1cccnc1)N1CCc2ccccc21 (stereo not drawn),.,13%,1%,21,.,.
Cn1cc(C(=O)C(=O)N2CCN(c3ccccc3)CC2)c2ccccc21,-2%,6%,7%,-4,34%,3%
CCOc1ccc(/C=C/C(=O)OCC(=O)Nc2cccc(S(=O)(=O)N3CCCC3)c2)cc1,.,-8%,-3%,4,-38%,?
CCN(CC)S(=O)(=O)c1cc(NC(=O)CNc2cccc(S(=O)(=O)N3CCOCC3)c2)ccc1C,.,?,1%,-85*,-22%,5.6µM*
CCOC(=O)N1CCN(C(=O)CNC(=O)C23CC4CC(CC(C4)C2)C3)CC1,.,-6%,-3%,-28,7%,10%
CCOC(=O)C1CCCN(c2cc(C)nc3cc(-c4ccc(F)cc4)nn23)C1 (stereo not drawn),-1%,1%,5%,?,201%[activator],-22%
O=[N+]([O-])c1cc([N+](=O)[O-])c(Oc2ccc(F)cc2)cc1NN1CCCCC1,-18%,-10%,-23%,-15,-21%,15%
CCOc1ccc(C(=O)Nc2ccc(C(=O)N3CCOCC3)cc2)c(OCC)c1,.,1%,-26%,82,81%[activator],14µM*
COc1cccc(C2NC(=O)CCC2[N+](=O)[O-])c1 (stereo not drawn),-1%,-5%,0%,-8,-9%,13%
CC(=O)OC(C(=O)N1CCN(c2ccc(F)cc2)CC1)c1ccccc1 (stereo not drawn),3%,8%,-2%,-15,61%[activator],7%
CCCCn1nnnc1SCC(=O)c1cc(Cl)ccc1OC,-4%,3%,0%,-18,-3%,-27%
COc1ccccc1CCNC(=O)C(C)Sc1nc(-c2ccccc2)cc(C(F)(F)F)n1 (stereo not drawn),.,-1%,-9%,-23,.,.
CC(O)CNc1ncnc2cc(-c3ccc(F)cc3)sc12 (stereo not drawn),-8%,-4%,-15%,-28,-2%,-5%
CCCCC(=O)Nc1cccc(NC(=O)c2ccc(Br)o2)c1,-13%,-2%,4%,2,-35%,-9%
CC(=O)Nc1c(O)nc(SCC(=O)Nc2nnc(SCc3ccccc3)s2)[nH]c1=O,0%,2%,-12%,-26,-29%,24%
CN(Cc1c(F)cccc1Cl)C(=O)c1ccc(NC(=O)CC2SC(N3CCCC3)=NC2=O)cc1 (stereo not drawn),.,0%,-2%,-25,142%[activator],9%
COc1ccc(OC)c(NC(=O)COC(=O)Cc2ccc(-c3ccccc3)cc2)c1,-2%,5%,-3%,43,-30%,1%
CC1CCN(C(=O)CSc2c3c(nc4cc(Cl)ccc24)CCCC3)CC1,.,8%,-2%,-10,.,.
O=C(c1ccc(Cl)cc1)c1nnc(-c2ccncc2)o1,1%,?,21%,29,-15%,0%
CC(=O)Nc1ccc(SC[C@H](C)CN2CC[C@H](C(C)(C)C)CCC2=O)cc1,.,-1%,0%,-14,111%[activator],?
NC(=O)COC(=O)Cc1coc2cc3c(cc12)CCC3,-1%,4%,17%,-10,1%,25%
COc1ccc(Oc2c(C(F)(F)F)oc3cc(OCC(=O)O)ccc3c2=O)cc1,9%,-2%,9%,-36,-20%,6%
COc1ccc(NC(=O)c2c(NC(=O)CNCc3ccco3)sc3c2CCC3)c(OC)c1,2%,?,-15%,-19,-23%,?
COc1ccc(N2C(=O)[C@@H]3[C@H](C2=O)[C@H]2c4ccccc4C=CN2[C@@H]3C(C)=O)cc1,?,-4%,40µM*,-33,-13%,26%
CCOc1cc(C2NC(=O)NC(O)(C(F)(F)F)C2C(=O)c2ccccc2)ccc1OC (stereo not drawn),12%,-13%,-2%,15,-1%,10%
O=C1CSC(=S)N1/N=C/c1ccc2c(c1)OCCO2,-7%,-15%,7.1µM*,43,-28%,3%
O=C(CC(=O)N/N=C\c1ccc([N+](=O)[O-])cc1)NCCc1ccccc1,0%,-10%,.,30,-34%,4%
CCOC(=O)c1cnc2c(C)c(Cl)ccc2c1Nc1ccc(S(=O)(=O)Nc2ncccn2)cc1,6%,0%,-8%,.,-20%,9%
O=C1CC(/C=C/c2ccccn2)=Nc2ccccc2N1,-30%,-1%,?,?,4%,-17%
Brc1ccc(-c2csc(-c3nc(-c4ccc(Br)s4)cs3)n2)cc1,.,21%,8%,6,.,.
O=C(Nc1ccc2c(c1)OCO2)c1noc2c1CCCCC2,-4%,?,-29%,85,-12%,1%
COC1CCN(C(=O)c2ccc3oc(Cc4ccc(Cl)cc4)nc3c2)CC1,7%,0%,-1%,-39,118%[activator],-2%
CC1(C)CC(=O)C=C(NCc2cccnc2)C1,0%,-16%,-1%,-21,-1%,7%
COC(=O)[C@H](Cc1ccccc1)NC(=O)N1CCC(C)CC1,2%,0%,-4%,88,13%,30%
COc1cccc(CN(C)C(=O)c2ccc3c(=O)n4c(nc3c2)CCC4)c1,.,-7%,3%,-32,1%,-10%
COc1cc(NCCC(=O)c2cccs2)c(OC)cc1Cl,-8%,?,1.3µM*,28,-23%,-22%
Cc1cc(C(=O)Nc2ccccc2C(=O)O)ccc1NC(=O)COc1ccccc1Cl,.,0%,-22%,15,0%,1%
CCCCSc1nc2ccccc2n1CC(=O)O,1%,2%,-15%,3,-14%,18%
COc1ccc(CNC(=O)C2CC(=O)N(c3ccc(OCC(=O)N4C(C)CCCC4C)cc3)C2)cc1 (stereo not drawn),5%,-2%,0%,9,56%,-7%&-7%
CN1CCN(C(=O)Cn2ncc3c([nH]c4ccccc43)c2=O)CC1,.,0%,-6%,18,-7%,14%
CC(C)CC(=O)N1CCN(Cc2ccccc2Br)CC1,?,3%,-5%,16,47%,-3%
NNC(=O)C1CCCn2c1nc1sc3c(c1c2=O)CCCC3 (stereo not drawn),2%,-3%,-22%,106,-7%,14%
O=C(C1CCN(c2ccc(N3CCOCC3)nn2)CC1)N1CCc2ccccc2C1,-1%,?,?,-27,2%,4%

# Next part
SMILES,FBPA Giardia inh,AmpC detergent,Sm TGR inh,HCMV antiviral,AmpC no deterg,HCV inhibitor
CCCn1cnc2c(c1=O)c1nc3ccccc3nc1n2CCc1ccccc1,-3%,-22%,0%,?,-21%,?
COC(=O)c1ccc(OCC(=O)c2ccccc2)cc1,9%,2%,4%,113,-16%,-3%
Cc1oc(/N=C/c2ccccc2O)c(C#N)c1C,-27%,6%,-22%,35,-24%,.
CCCn1c(C)cc(-c2csc(N)n2)c1C,-28%,-11%,-25%,?,-7%,-17%
Cc1nc2c(C)cccn2c1C(=O)N/N=C/c1ccccc1[N+](=O)[O-],4%,5%,1%,-19,-16%,6%
Cc1cc2oc(=O)cc(CN3CCC(C)CC3)c2c(C)c1Cl,2%,?,1%,11,-24%,2%
COCCOc1cc(NCc2ccccc2)c2ncn(C(C)C)c2c1,.,.,.,-5,78%[activator],?
CCC(=O)Nc1cc(-c2nn3c(C)nnc3s2)ccc1C,5%,0%,3%,44,-9%,13%

# Molecules from the list above that contain four or more nitrogen atoms, in the order listed:
SMILES,FBPA Giardia inh,AmpC detergent,Sm TGR inh,HCMV antiviral,AmpC no deterg,HCV inhibitor
CC(C)CN(C(=O)CSc1nnc(C2CC2)n1-c1ccccc1)C1CCS(=O)(=O)C1 (stereo not drawn),.,?,-2%,-5,-19%,19%
COc1ccc(C)cc1NC(=O)C(=O)NCC(c1cccnc1)N1CCc2ccccc21 (stereo not drawn),.,13%,1%,21,.,.
CCN(CC)S(=O)(=O)c1cc(NC(=O)CNc2cccc(S(=O)(=O)N3CCOCC3)c2)ccc1C,.,?,1%,-85*,-22%,5.6µM*
CCOC(=O)C1CCCN(c2cc(C)nc3cc(-c4ccc(F)cc4)nn23)C1 (stereo not drawn),-1%,1%,5%,?,201%[activator],-22%
O=[N+]([O-])c1cc([N+](=O)[O-])c(Oc2ccc(F)cc2)cc1NN1CCCCC1,-18%,-10%,-23%,-15,-21%,15%
CCCCn1nnnc1SCC(=O)c1cc(Cl)ccc1OC,-4%,3%,0%,-18,-3%,-27%
CC(=O)Nc1c(O)nc(SCC(=O)Nc2nnc(SCc3ccccc3)s2)[nH]c1=O,0%,2%,-12%,-26,-29%,24%
CN(Cc1c(F)cccc1Cl)C(=O)c1ccc(NC(=O)CC2SC(N3CCCC3)=NC2=O)cc1 (stereo not drawn),.,0%,-2%,-25,142%[activator],9%
O=C(CC(=O)N/N=C\c1ccc([N+](=O)[O-])cc1)NCCc1ccccc1,0%,-10%,.,30,-34%,4%
CCOC(=O)c1cnc2c(C)c(Cl)ccc2c1Nc1ccc(S(=O)(=O)Nc2ncccn2)cc1,6%,0%,-8%,.,-20%,9%
CN1CCN(C(=O)Cn2ncc3c([nH]c4ccccc43)c2=O)CC1,.,0%,-6%,18,-7%,14%
NNC(=O)C1CCCn2c1nc1sc3c(c1c2=O)CCCC3 (stereo not drawn),2%,-3%,-22%,106,-7%,14%
O=C(C1CCN(c2ccc(N3CCOCC3)nn2)CC1)N1CCc2ccccc2C1,-1%,?,?,-27,2%,4%
CCCn1cnc2c(c1=O)c1nc3ccccc3nc1n2CCc1ccccc1,-3%,-22%,0%,?,-21%,?
Cc1nc2c(C)cccn2c1C(=O)N/N=C/c1ccccc1[N+](=O)[O-],4%,5%,1%,-19,-16%,6%
CCC(=O)Nc1cc(-c2nn3c(C)nnc3s2)ccc1C,5%,0%,3%,44,-9%,13%

# An excerpt of these results, with each value named.
Cc1cc2oc(=O)cc(CN3CCC(C)CC3)c2c(C)c1Cl
  FBPA Giardia inh = 2% | AmpC detergent = ? | Sm TGR inh = 1% | HCMV antiviral = 11 | AmpC no deterg = -24% | HCV inhibitor = 2%
COCCOc1cc(NCc2ccccc2)c2ncn(C(C)C)c2c1
  FBPA Giardia inh = . | AmpC detergent = . | Sm TGR inh = . | HCMV antiviral = -5 | AmpC no deterg = 78%[activator] | HCV inhibitor = ?
CCC(=O)Nc1cc(-c2nn3c(C)nnc3s2)ccc1C
  FBPA Giardia inh = 5% | AmpC detergent = 0% | Sm TGR inh = 3% | HCMV antiviral = 44 | AmpC no deterg = -9% | HCV inhibitor = 13%
